HT1080NT lethal = kills 2HG-producing HT-1080-NT fibrosarcoma cells | HT-1080-NT fibrosarcoma viability, CellTiter-Glo ATP luminescence, 48 h | Potency, µM (doses to about 46.1 µM), for inactives: top-dose activity, negative = less viability, hits mostly cytotoxic | hit rate 1.6% among 360,000;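 also: NT is the 2HG producing partner of a matched IDH1 knockdown line; potency is read from the fitted curve at half-maximal effect; 0% = DMSO-treated cells and -100% = media-only wells without cells; nearly all actives have a fitted effect of over 55% in size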
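Viability by CellTiter-Glo luminescence after 48 h compound exposure at 37C of HT-1080-NT cells (750/well, RPMI, 5% FBS). % activity scaled between DMSO wells and medium-only wells, then curve-fitted and categorized by curve class.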
SW480 rerep = inducers of DNA re-replication in SW480 colon cancer cells; Potency, µM (series often up to 46.1 µM), for the others: top-dose re-replication activation, hits mostly activators; hit rate 1.8% among 340,000; SW480 DNA re-replication, Hoechst DNA content imaging, 48 h; also: potency is read from the fitted curve at half-maximal effect; % of control where 0% means no effect; nearly all actives have a fitted effect of over 55% in size
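First, 250 cells per well were seeded. Next, compound or vehicle (23 nL) was pinned in, plates sat 48 hr at 37 C. Finally Hoechst was added for 40 min before fluorescence scanning.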
MCF10A rereplic = DNA re-replication induction in MCF 10a cells; MCF 10A DNA re-replication, Hoechst nuclear intensity, 48 h; Potency, µM (highest dose often 46.1 µM), inactives show at the top dose activity, positive = re-replication, usual class: activators; hit rate 2.9% among 350,000; also: potency is read from the fitted curve at half-maximal effect; % of control where 0% means no effect; nearly all actives have a fitted effect of over 50% in size
ATXN2 expr inh = inhibitors of ATXN2 expression; HEK-293 ATXN2-luciferase reporter, luminescence, 24 h; AID 1745845; Potency, µM (doses to about 57 µM), for inactives: top-dose activity change, negative = inhibition, hits mostly inhibitors; hit rate 0.72% among 360,000; also: potency is read from the fitted curve at half-maximal effect; % is scaled to controls: 0 for no effect and ±100 for the full control effect; nearly all actives have a fitted effect of over 55% in size
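qHTS (up to 57 uM final) was run with 24 h compound exposure of reporter cells at 37 °C. Each well was multiplexed: SteadyGlo luminescence measured ATXN2-luciferase expression after a fluorogenic Gly-Phe-AFC viability readout (25 uM final).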
KB-3-1 cytotox = KB-3-1 parental cell cytotoxicity; KB-3-1 viability, CellTiter-Glo ATP luminescence, 72 h; Potency, µM (series often up to 46.1 µM), for the others: top-dose activity change, negative = cytotoxic, most hits filed as cytotoxic; hit rate 1.4% among 400,000; also: potency is read from the fitted curve at half-maximal effect; % is scaled to controls: 0 for no effect and ±100 for the full control effect; nearly all actives have a fitted effect of over 60% in size
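Multi-concentration cytotoxicity screen in KB-3-1 cells grown in DMEM lacking phenol red with 10% FBS. After 72 h at 37 °C with compound, ATP-dependent luminescence was recorded.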
WRN inhibitor = blocks human WRN helicase; Q14191; WRN helicase unwinding, fluorescent forked duplex, kinetic; Potency, µM (series often up to 114 µM), for the others: top-dose activity change, negative = inhibition, hits mostly inhibitors; hit rate 0.46% among 360,000; AID 651768; also: potency is read from the fitted curve at half-maximal effect; % is scaled to controls: 0 for no effect and ±100 for the full control effect; nearly all actives have a fitted effect of over 55% in size
Target sequence (Q14191 whole entry, looked up): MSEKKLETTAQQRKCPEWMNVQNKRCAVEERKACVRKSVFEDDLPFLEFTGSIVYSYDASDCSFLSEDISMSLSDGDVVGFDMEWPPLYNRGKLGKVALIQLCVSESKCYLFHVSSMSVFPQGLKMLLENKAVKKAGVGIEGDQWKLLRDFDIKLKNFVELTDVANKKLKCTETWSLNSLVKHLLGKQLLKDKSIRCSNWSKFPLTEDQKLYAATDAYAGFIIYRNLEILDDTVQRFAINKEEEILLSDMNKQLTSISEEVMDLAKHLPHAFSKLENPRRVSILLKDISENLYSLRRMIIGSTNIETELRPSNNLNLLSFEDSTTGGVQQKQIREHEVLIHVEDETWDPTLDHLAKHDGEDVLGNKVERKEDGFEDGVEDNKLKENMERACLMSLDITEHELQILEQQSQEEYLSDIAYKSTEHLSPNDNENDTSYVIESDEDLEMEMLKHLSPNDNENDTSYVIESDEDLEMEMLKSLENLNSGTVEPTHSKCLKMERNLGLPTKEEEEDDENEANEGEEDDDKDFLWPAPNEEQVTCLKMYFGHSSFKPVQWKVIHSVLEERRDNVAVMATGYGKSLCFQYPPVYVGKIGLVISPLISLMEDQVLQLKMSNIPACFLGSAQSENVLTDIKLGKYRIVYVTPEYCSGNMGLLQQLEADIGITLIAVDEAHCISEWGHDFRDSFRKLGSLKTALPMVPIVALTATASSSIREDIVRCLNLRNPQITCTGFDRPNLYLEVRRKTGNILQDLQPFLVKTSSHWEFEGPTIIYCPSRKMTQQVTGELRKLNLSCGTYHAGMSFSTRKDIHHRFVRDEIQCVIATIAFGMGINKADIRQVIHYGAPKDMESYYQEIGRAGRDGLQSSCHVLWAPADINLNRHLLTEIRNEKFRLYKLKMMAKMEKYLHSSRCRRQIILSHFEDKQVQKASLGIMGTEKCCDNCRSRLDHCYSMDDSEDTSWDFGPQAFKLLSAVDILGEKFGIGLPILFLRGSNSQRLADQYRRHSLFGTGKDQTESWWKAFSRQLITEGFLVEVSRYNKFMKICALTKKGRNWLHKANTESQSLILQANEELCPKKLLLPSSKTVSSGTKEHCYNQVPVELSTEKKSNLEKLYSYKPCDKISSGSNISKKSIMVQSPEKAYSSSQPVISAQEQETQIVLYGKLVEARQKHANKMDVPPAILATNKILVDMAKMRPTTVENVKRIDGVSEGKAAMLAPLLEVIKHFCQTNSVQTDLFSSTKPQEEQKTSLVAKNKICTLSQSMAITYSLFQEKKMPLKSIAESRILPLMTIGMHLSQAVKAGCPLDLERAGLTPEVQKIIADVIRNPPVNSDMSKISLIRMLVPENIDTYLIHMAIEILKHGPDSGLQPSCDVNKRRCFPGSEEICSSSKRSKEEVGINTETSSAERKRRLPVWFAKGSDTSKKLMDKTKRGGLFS
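Enzyme (20 nM final) and test compound sit together 15 min at room temperature before substrate addition. Substrate is a single-forked duplex oligonucleotide (100 nM) labelled with fluorophore and quencher, with 2 mM ATP; helicase unwinding raises red fluorescence, read kinetically.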
KB-V1 MDR tox = kills drug-selected multidrug resistant KB-V1 cells. AID 1347076. Potency, µM (highest dose often 46.1 µM), for the others: at the highest dose activity change, negative = cytotoxicity, most hits filed as cytotoxic. hit rate 3.4% among 400,000. KB-V1 MDR cells viability, CellTiter-Glo, 72 h; also: potency is read from the fitted curve at half-maximal effect; % is scaled to controls: 0 for no effect and ±100 for the full control effect; nearly all actives have a fitted effect of over 60% in size
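In this primary screen, KB-V1 cells overexpressing P-gp are incubated with library compounds (lowest to highest concentration) for 72 h at 37 degrees C before a luminescent ATP viability read.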
IL1B secr inh = blocks inflammasome-driven IL-1 beta release; AID 743279; hit rate 4.7% among 360,000; THP-1 LPS/ATP IL-1B secretion, AlphaLISA, 16 h; active compounds read low; activity change, % at 57.5 µM; in the data active = activity change below about -50%; inconclusive = mostly about -30% to -49%; also: % is scaled to controls: 0 for no effect and ±100 for the full control effect
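THP-1 cells pretreated 1 hr with compounds (up to 57.5 uM final), then stimulated with LPS (250 ng/mL final) plus ATP (1.25 mM final); secreted IL-1B measured by AlphaLISA after 16 hr, decreased signal indicating inhibition.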
HT1080 IDH1KD tx = HT-1080 IDH1 knockdown cell toxicity (counter line) | HT-1080 IDH1 knockdown viability, ATP luminescence, 48 h | hit rate 2% among 360,000 | Potency, µM (top dose mostly 46.1 µM), for inactives: at the highest dose activity, negative = toxicity, actives largely listed as cytotoxic;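 also: potency is read from the fitted curve at half-maximal effect; 0% = DMSO wells and -100% = cell-free medium wells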
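% activity derives from luminescence (CellTiter-Glo), normalised to DMSO and no-cell wells. HT-1080-IDH1KD cells, 750/well, had 48 h compound exposure at 37 °C.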
The depositor's hits bear a star; ? = inconclusive; nt = no result given; & = joins results of further samples; ! = repeats disagree; [ ] = another dose, or the depositor's remark. Unless noted, calls follow the shape of the dose curve; as a rule, active = well fitted curve in the direction sought with a large enough effect; inconclusive = small, poorly fitted or top-dose-only effect, or another doubt; inactive = no such curve, though single readings can be large; an effect the other way counts as inactive or inconclusive.

The line under a structure holds: HT1080NT lethal | SW480 rerep | MCF10A rereplic | ATXN2 expr inh | KB-3-1 cytotox | WRN inhibitor | KB-V1 MDR tox | IL1B secr inh | HT1080 IDH1KD tx
1: CCOC(=O)[C@]12CCCC=C1N(Cc1ccc3c(c1)OCO3)C(=O)[C@H](CC(=O)N1CCN(C(=O)c3ccco3)CC1)C2
→ -1.5% | nt | nt | -1.7% | 1.1% | 6.6% | 0.0% | -17.6 | 7.5%
2: COc1ccc(C(=O)OCCCN(C)C)cc1OC
→ 15.8% | 1.9% | ? | -2.5% | 11.1% | -12.8% | 21.0% | 20.9 | 13.5%
3: Cc1ccc(C(=O)COC(=O)COc2ccccc2O)cc1C
→ 4.7% | -5.9% | -3.4% | nt | 1.9% | -1.5% | ? | 8.0 | 5.6%
4: Cc1nnc(NC(=O)Oc2ccccc2)s1
→ 23.4% | 0.1% | -9.8% | 0.6% | -26.7% | -5.9% | 10.7% | 22.2 | 7.9%
5: C/C(=N\NC(=O)c1ccccc1[N+](=O)[O-])c1ccc(Br)s1
→ 5.9% | 2.1% | 0.0% | -4.9% | 4.0% | -7.3% | 2.3% | 0.0 | 0.8%
6: COc1cc2nc(CN3CCN(S(=O)(=O)c4ccc(C)c(C)c4)CC3)[nH]c(=O)c2cc1OC
→ 2.6% | 5.3% | 16.8% | 2.8% | 1.7% | -0.3%[57.1 µM] | ? | 8.5 | -11.5%
7: O=C1CC(c2ccc(S(=O)(=O)N3CCN(c4ccccc4)CC3)cc2)CN1 (centres undefined)
→ 16.1% | ? | ? | -8.6% | 4.5% | 3.8% | 8.8% | 9.6 | ?
8: C=C(C)Cn1c(CCNC(=O)C(C)C)nc2ccccc21
→ 9.7% | ? | 12.7% | -2.0% | -9.7% | -3.2% | -0.5% | -3.3 | 15.8%
9: O=C(NCCc1ccccc1F)C1CC(=O)N(c2cccc(C(F)(F)F)c2)C1 (centres undefined)
→ 1.7% | -1.2% | 5.5% | 6.5% | 1.4% | 4.4% | 13µM* | -2.4 | 7.9%
10: COc1ccccc1Nc1ccc(S(=O)(=O)N2CCCCC2)cc1[N+](=O)[O-]
→ -10.4% | -33.2%[inhibitor] | 29.7% | 9.5% | 0.0% | -13.9% | -12.7% | -23.9 | -16.0%

Continued; it opens with the 6 that closed the last part.
The line under a structure holds: HT1080NT lethal | SW480 rerep | MCF10A rereplic | ATXN2 expr inh | KB-3-1 cytotox | WRN inhibitor | KB-V1 MDR tox | IL1B secr inh | HT1080 IDH1KD tx
5: C/C(=N\NC(=O)c1ccccc1[N+](=O)[O-])c1ccc(Br)s1
→ 5.9% | 2.1% | 0.0% | -4.9% | 4.0% | -7.3% | 2.3% | 0.0 | 0.8%
6: COc1cc2nc(CN3CCN(S(=O)(=O)c4ccc(C)c(C)c4)CC3)[nH]c(=O)c2cc1OC
→ 2.6% | 5.3% | 16.8% | 2.8% | 1.7% | -0.3%[57.1 µM] | ? | 8.5 | -11.5%
7: O=C1CC(c2ccc(S(=O)(=O)N3CCN(c4ccccc4)CC3)cc2)CN1 (centres undefined)
→ 16.1% | ? | ? | -8.6% | 4.5% | 3.8% | 8.8% | 9.6 | ?
8: C=C(C)Cn1c(CCNC(=O)C(C)C)nc2ccccc21
→ 9.7% | ? | 12.7% | -2.0% | -9.7% | -3.2% | -0.5% | -3.3 | 15.8%
9: O=C(NCCc1ccccc1F)C1CC(=O)N(c2cccc(C(F)(F)F)c2)C1 (centres undefined)
→ 1.7% | -1.2% | 5.5% | 6.5% | 1.4% | 4.4% | 13µM* | -2.4 | 7.9%
10: COc1ccccc1Nc1ccc(S(=O)(=O)N2CCCCC2)cc1[N+](=O)[O-]
→ -10.4% | -33.2%[inhibitor] | 29.7% | 9.5% | 0.0% | -13.9% | -12.7% | -23.9 | -16.0%
11: O=C(COc1ccc(Cl)cc1)N1CCN(Cc2ccc3c(c2)OCO3)CC1
→ 28.0%&-17.9% | -60.7%&-16.3%&-13.8%[inhibitor] | -3.8%&10.4%&13.3% | ? | 0.0%&-11.0% | 0.1%&-8.7% | ? | -50.9*! | 10.5%&-5.9%
12: Cc1ccc(C(C(=O)NC2CCCCC2)N(CCC(C)C)C(=O)CNC(=O)c2ccco2)o1 (centres undefined)
→ -15.3% | 23.6% | -6.5% | 4.8% | -4.4% | 7.5% | -0.6% | -14.3 | -2.9%
13: Cc1cc(/C=N/Nc2ccc([N+](=O)[O-])cn2)c(C)n1-c1ccc(C(=O)O)cc1
→ -9.0% | -10.5% | -3.2% | nt | 6.4% | 50.1µM* | -0.6% | 0.0 | -19.5%
14: N#CC(C#N)=C1CCCc2sccc21
→ 9.7% | 11.0% | -4.5% | -2.4% | 10.4% | 1.3% | 0.3% | 23.8 | 3.3%
15: CCCn1c(/N=C/c2cc(OC)ccc2O)nc2ccccc21
→ 2.0% | 3.2% | ? | 34.8% | 6.1% | -4.8% | 1.9% | 33.1 | -0.5%
16: Cc1ccc(-n2c(-c3cc(-c4ccco4)[nH]n3)n[nH]c2=S)c(Br)c1
→ 20.6% | -7.6% | 5.3% | -16.1% | 13.8% | -15.8% | 28.0% | 28.8 | 7.4%
17: Cc1cc(C)cc(N(CC(=O)N2CCN(c3ccccc3)CC2)S(=O)(=O)c2c(C)noc2C)c1
→ -1.7% | 2.1% | ? | -7.2% | 4.0% | -3.5% | -14.7% | -1.3 | -2.9%
18: COCCNC(=O)C1(C)CCCN(C(=O)c2ccc(C(F)(F)F)cc2)C1 (centres undefined)
→ 29.9% | nt | nt | 2.5% | 0.0% | 3.1% | 3.1% | 12.9 | 5.4%
19: O=C(Nc1ccc(F)cc1)c1ccc(=O)[nH]n1
→ 16.5% | -7.7% | 1.2% | 0.9% | 7.2% | 11.9% | 9.7% | -11.6 | 27.5%
20: CCOC(=O)C1CCCN(S(=O)(=O)c2ccc(-n3cnnn3)c(C)c2)C1 (centres undefined)
→ 0.4% | -22.9% | -5.6% | 6.5% | -5.5% | 4.5% | -17.3% | -6.6 | 6.4%

IL1B secr inh, what is marked active above.
No.	smiles	WRN inhibitor	IL1B secr inh
11	O=C(COc1ccc(Cl)cc1)N1CCN(Cc2ccc3c(c2)OCO3)CC1	0.1%&-8.7%	-50.9*!

High-throughput results deposited in PubChem by National Center for Advancing Translational Sciences (NCATS).
